Assay outcomes as filed in PubChem BioAssay.
Bfl-1 inhibitors: Bfl-1 inhibitors, primary screen, biochemical, fluorescence polarization, FITC-Bid, mouse (AID 432). FITC-Bid BH3 peptide fluorescence polarization displacement; higher % means a stronger effect. one-dose displacement, % at 20 µM; IC50 in µM for titrated hits. 64,000 tested, 0.02% active; in the data active = a potency from the dose series; inactive = the rest, 99 in 100 with displacement below about 15%; note: strong numbers were not always called active
PMK inhibit: S. pneumoniae PMK inhibition. purified PMK, PK/LDH-coupled NADH absorbance 340 nm. inhibition, % at 10 µM. 65,000 tested, 0.49% active. AID 539;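 active = top-ranked compounds by inhibition in the single 10 µM screen, taking a fixed number of the strongest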;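 note: 0% = full reaction with DMSO carrier and 100% = background rate without enzyme reaction; no value below 0 was filed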
HPDE-C7 cytotoxicity: cytotoxicity in HPDE-C7 cells, cell-based, fluorescence, HTS (AID 430); one-dose cytotoxicity, % at 10 µM; EC50 in µM for titrated hits; 63,000 tested, 1.8% active; HPDE-C7 pancreatic duct cells viability, fluorescence; higher % means a stronger effect;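 note: cells exposed to compound for 48 hours before viability readout; 0% = vehicle and 100% = reference cytotoxic drug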
KRASV12 cytotoxicity: viability loss of HPDE-C7K cells – cell-based, fluorescence, HTS, primary screen (AID 431) | HPDE-C7K KRASV12 cells, Alamar Blue viability, 48 h; higher % means a stronger effect | cytotoxicity, % at 10 µM, or EC50 in µM where a hit was titrated | 63,000 tested, 1.7% active;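 active = compounds whose percent cytotoxicity in the single-dose primary screen, scaled between solvent and toxic-drug controls, exceeds 50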;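 note: 0% = DMSO solvent wells and 100% = doxorubicin-treated wells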
MK inhibit: S. pneumoniae mevalonate kinase inhibition; purified MK, PK/LDH-coupled NADH absorbance 340 nm; inhibition, % at 10 µM; 65,000 tested, 0.48% active; AID 555;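 active = ranked among the strongest by inhibition in the single 10 µM screen, a fixed top-ranked set picked for dose follow-up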; note: no value below 0 was filed
HT1080 cytotoxicity: cytotoxicity in HT1080 fibrosarcoma cells, cell-based, fluorescence readout (AID 620) | HT1080 viability, fluorescence; higher % means a stronger effect | cytotoxicity, % at 10 µM, or EC50 in µM where a hit was titrated | 87,000 tested, 0.42% active;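 note: cells exposed to compound overnight then 4 h with Alamar Blue; 0% = vehicle DMSO and 100% = killing control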
LYP phosphatase: inhibition of human PTPN22 tyrosine phosphatase – biochemical, DiFMUP fluorescence, recombinant catalytic domain, 10 µM, primary screen (AID 606); inhibition, % at 10 µM, or IC50 in µM where a hit was titrated; 52,000 tested, under 10 active; recombinant LYP catalytic domain, DiFMUP fluorescence; higher % means a stronger effect;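 active = IC50 under 40 µM in the dose-response test; inactive = IC50 of 40 µM or more, or never dose-tested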
Alkaline phosphatase: human TNAP enzyme inhibitors, biochemical, luminescent (AID 518); purified TNAP enzyme, luminescent substrate readout; higher % means a stronger effect; inhibition, % at 20 µM; hits with a dose series show IC50 in µM; 64,000 tested, 0.09% active; in the data active = a potency from the dose series; inactive = the rest, 99 in 100 with inhibition below about 22%;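 note: plate controls were vehicle for no effect and reference inhibitor for full effect; many of its hits are not listed in these tables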
Spn DPM-DC inh: blocks S. pneumoniae diphosphomevalonate decarboxylase | purified DPM-DC, PK/LDH coupled NADH fluorescence | calls only at 10 µM | 65,000 tested, 0.49% active | AID 556;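 active = the 320 compounds with the highest percent inhibition in the single-dose primary screen, excluding strongly autofluorescent ones, cut at about 32% in these data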;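 note: kinetic rate of NADH fluorescence loss reporting ADP formed by the decarboxylase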
PMK inhibit pilot replicates: second read-out of PMK inhibit, no call of its own (marks repeat the call); inhibition, %; measured here: pilot screen replicates
MK inhibit pilot replicates: recorded beside MK inhibit, whose call it bears; inhibition, %; measured here: pilot screen replicates
Spn DPM-DC inh pilot screen %: further read-out of Spn DPM-DC inh, marked with its call; inhibition, %; measured here: pilot screen trials
An asterisk follows results filed as active; i = inactive; · = no result given. Cut-off read from the data, not from the text of the source, unless noted: active = cytotoxicity above about 50%; inactive = the rest.

SMILES	Bfl-1 inhibitors	PMK inhibit	HPDE-C7 cytotoxicity	KRASV12 cytotoxicity	MK inhibit	HT1080 cytotoxicity	LYP phosphatase	Alkaline phosphatase	Spn DPM-DC inh	others
Cc1cccc(-c2noc(-c3ccccc3C(=O)NCC3CCCO3)n2)c1 (centres undefined)	-9%	0	23%	34%	7	27%	1%	10%	i
COc1ccc(-n2nnnc2SCC(=O)Nc2cccc(NC(C)=O)c2)cc1OC	-2%	8	1%	11%	3	17%	0%	8%	i
CCCCC(=O)OCC(=O)Nc1ccc(OC(F)F)cc1	-12%	13	-7%	0%	7	1%	2%	7%	i
O=C1NC(c2ccncc2)Nc2ccccc21 (centres undefined)	-10%	4	-3%	-12%	4	1%	·	-4%	i
CCn1c(SCC(=O)OC2CCCCC2)nnc1-c1ccncc1	-10%	10	-11%	-9%	4	-1%	·	9%	i
CCOC(=O)CC(=O)CSc1nc(N)c(C#N)c(-c2ccc(F)cc2)c1C#N	4%	13	6%	16%	4	22%	9%	13%	i
COc1ccc(NC(=O)Nc2ccc(OCC(=O)N3CCOCC3)cc2)cc1OC	-16%	5	-8%	-16%	13	-1%	4%	5%	i
O=C(c1ccc(CNc2c(N3CCCC3)c(=O)c2=O)cc1)N1CCc2ccccc2C1	8%	2	-7%	3%	6	7%	-9%	12%	i	PMK inhibit pilot replicates=0.0;MK inhibit pilot replicates=4.5;Spn DPM-DC inh pilot screen %=0.0
COC(=O)[C@@H](NC(=O)NCc1cccs1)C(C)C	6%	12	-4%	-22%	10	-20%	9%	17%	i
CCS(=O)(=O)CCSc1nc2c(cc1C#N)CCCC2	2%	3	·	·	5	-4%	7%	4%	i
O=C(NCC1CCCO1)c1ccc(Cl)c(F)c1F (centres undefined)	-3%	0	-4%	-4%	0	10%	-30%	1%	i
COC(=O)CC1=Nc2ccccc2NC(=O)C1	0%	0	-4%	-3%	0	-5%	4%	8%	i
CCCCNc1nc2c(c(=O)n(C)c(=O)n2C)n1Cc1cccc(OC)c1	2%	0	5%	11%	0	5%	11%	-2%	i
O=C(NCc1ccco1)c1cc2cc3ccc(Cl)cc3nc2o1	12%	12	10%	23%	2	-4%	20%	20%	i	PMK inhibit pilot replicates=6.0;MK inhibit pilot replicates=7.0;Spn DPM-DC inh pilot screen %=14
O=C(Nc1ccc(-c2nc3ncccc3o2)cc1)c1ccc(Br)o1	-5%	0	7%	-6%	8	4%	·	3%	·	PMK inhibit pilot replicates=2.5;MK inhibit pilot replicates=11
Cc1cc(=S)cc(C)n1CCCn1ccnc1	-3%	13	-20%	-19%	8	3%	13%	3%	i
Cc1[nH]n2c(=O)c(C#N)c(-c3ccccc3)nc2c1-c1ccccc1	-2%	2	4%	25%	3	10%	·	13%	i
CC1(C)OC(=O)N(c2ccccn2)C1(C)O (centres undefined)	-4%	18	2%	1%	0	3%	-1%	5%	i
Cc1cccc(NC(=O)c2sc(NC(=O)c3ccco3)c(C#N)c2C)c1C	-5%	11	2%	11%	1	·	5%	11%	i
O=S(=O)(NCC(c1ccccc1)N1CCNCC1)c1ccc(Cl)cc1 (centres undefined)	1%	0	5%	7%	5	-13%	6%	4%	i
CCOc1cc(C(=O)OCc2ccc(C(=O)OC)o2)cc(Br)c1OC	1%	13	2%	2%	0	5%	·	7%	i
CCCCN(CC)S(=O)(=O)c1ccc(C(=O)Nc2nnc(COC)o2)cc1	-1%	10	18%	3%	3	-1%	-3%	11%	i
O=C(CSc1nnc(COc2cccc3cccnc23)o1)c1ccc(F)cc1	-8%	15	5%	4%	6	20%	-2%	9%	i
C=CCNc1nc2ccccc2nc1NS(=O)(=O)c1cccs1	0%	5	-5%	-7%	0	9%	9%	9%	i
Cn1cccc1CNC(=O)Nc1ccc(Cl)c(Cl)c1	·	8	·	·	2	-6%	·	·	i

The list continues.
SMILES	Bfl-1 inhibitors	PMK inhibit	HPDE-C7 cytotoxicity	KRASV12 cytotoxicity	MK inhibit	HT1080 cytotoxicity	LYP phosphatase	Alkaline phosphatase	Spn DPM-DC inh	others
c1cc2c(cc1Cn1cnnn1)OCO2	-9%	8	-8%	-17%	4	-2%	-5%	12%	i	PMK inhibit pilot replicates=4.5;MK inhibit pilot replicates=0.0;Spn DPM-DC inh pilot screen %=0.0
CCOc1ncccc1C(=O)OCC(=O)NCCc1ccc(OC)cc1	-7%	5	3%	0%	0	-5%	10%	4%	i
CCSc1nnc(Cc2cc(=O)[nH]c(=O)[nH]2)n1-c1cc(C)ccc1C	-3%	15	1%	7%	11	29%	9%	7%	i
N#Cc1ccc(CSc2nnc(NC(=O)C3CCCO3)s2)cc1 (centres undefined)	1%	7	6%	8%	3	-2%	-2%	9%	i
COC(=O)c1ccc(NC(=O)C(C)N2C(=O)c3ccccc3C2=O)cc1 (centres undefined)	7%	14	-8%	2%	2	-5%	8%	16%	i	PMK inhibit pilot replicates=0.0;MK inhibit pilot replicates=0.0;Spn DPM-DC inh pilot screen %=0.0
O=C1CCCc2c1nc(-c1ccco1)n2O	-2%	6	·	·	3	-8%	-8%	6%	·
CC(C)Oc1ccc2nnnn2n1	-4%	24	-20%	-20%	0	-1%	-8%	2%	i
Cc1nc2cc(S(=O)(=O)N3CCC(C(=O)O)CC3)ccc2n1C1CCCC1	-9%	8	-9%	0%	14	-3%	-5%	12%	i
CCN1CCN(CC(=O)Nc2sc3c(c2C#N)CCC(C)C3)CC1 (centres undefined)	-2%	19	0%	30%	0	-7%	10%	17%	i
CCCNC(=O)Nc1ccccc1C(=O)Nc1ccc(OC)cc1	-2%	5	1%	-18%	7	8%	-9%	10%	i	PMK inhibit pilot replicates=0.0;MK inhibit pilot replicates=0.0;Spn DPM-DC inh pilot screen %=1.0
O=C(CSc1nnc(-c2ccccc2)o1)c1nnc(-c2ccccc2)o1	2%	16	-9%	-3%	8	-7%	15%	28%	i
O=C(CN(C1CCCCC1)S(=O)(=O)c1ccc(F)cc1)NC1CC1	9%	0	-2%	-3%	11	23%	0%	6%	i
Cc1sc2nc(C3CC3)nc(NCCNS(C)(=O)=O)c2c1C	5%	9	15%	16%	4	3%	·	14%	i
Cc1ccc(S(=O)(=O)NCCN=C(CN2CCCC2)NS(=O)(=O)c2ccc(C)cc2)cc1	1%	18	-6%	5%	2	5%	9%	4%	i
O=C(Cc1c(O)c2ccccc2[nH]c1=O)NC1CCCCCCC1	-1%	1	-4%	3%	7	9%	17%	8%	i
COc1cc(C2N(c3ccccn3)C(=O)C3CCCN32)cc(OC)c1OC (centres undefined)	2%	14	·	·	0	1%	-9%	10%	i
COc1ccccc1N(CC(=O)N1CCCCCC1)S(C)(=O)=O	-6%	0	3%	-12%	8	·	5%	13%	i
CSc1nc2c(c(=O)n1-c1ccccc1)SCC2	·	0	·	·	6	-1%	18%	·	i
Cc1cc(O)c(NC(=O)c2ccco2)cc1C	0%	2	-9%	-1%	9	-1%	14%	7%	i
COc1cc(=O)n(C)c2cc(N(C)C)ccc12	0%	6	·	·	12	6%	11%	6%	·
CCOC(=O)c1cnn(CCOC(=O)C2CC2)c1NC(=O)C1CC1	-1%	20	-2%	-8%	4	·	·	8%	i
CCOC(=O)CNC(=O)c1nn(-c2ccc(OCC)cc2)c(=O)c2ccccc12	-2%	7	-3%	-9%	1	-3%	12%	10%	i
COc1ccc(OCC2CNC(=O)O2)cc1 (centres undefined)	-5%	0	-5%	-2%	0	-6%	·	9%	i
CCn1c(SCc2nc3ccccc3[nH]2)nnc1-c1cccs1	-2%	11	-2%	-7%	0	38%	8%	-8%	i
O=C(CCn1c(=O)oc2ccccc21)NCCCN1CCN(c2ccc(F)cc2)CC1	-5%	10	-14%	-5%	0	2%	·	9%	i

Next compounds follow:
SMILES	Bfl-1 inhibitors	PMK inhibit	HPDE-C7 cytotoxicity	KRASV12 cytotoxicity	MK inhibit	HT1080 cytotoxicity	LYP phosphatase	Alkaline phosphatase	Spn DPM-DC inh	others
Cc1ccc(NC(=O)C2(N(C(=O)Cn3nnnc3N)c3ccc(C)cc3)CCCCC2)cc1	-5%	9	-21%	-20%	2	-2%	3%	-17%	i
NS(=O)(=O)c1ccc(CNC(=O)NC23CC4CC(CC(C4)C2)C3)cc1	-2%	3	-6%	-12%	4	-6%	10%	10%	i
c1ccc(N2CCCCC2)c(NC2=NCCC2)c1	0%	3	6%	-12%	3	6%	12%	14%	i
Cn1c(C(=O)N2CCCC(C(=O)N3CCN(C(=O)c4ccco4)CC3)C2)cc2sccc21 (centres undefined)	-19%	1	10%	5%	10	-8%	5%	7%	i
Cc1ccoc1C(=O)NCc1occc1C(=O)O	-2%	2	-20%	-16%	5	-9%	-1%	-1%	i
CCCS(=O)(=O)N1CCCC(C(=O)NCCN(CC)CC)C1 (centres undefined)	-11%	13	-5%	2%	6	-1%	·	5%	i
O=C(Nc1cccc(Cl)c1)c1ccncc1	-5%	0	5%	3%	5	6%	15%	9%	i
Cc1cc2c(nn1)CCC/C2=N\O	-5%	8	5%	23%	7	7%	-5%	-1%	i	PMK inhibit pilot replicates=4.0;MK inhibit pilot replicates=7.0;Spn DPM-DC inh pilot screen %=1.5
COC(=O)C1=C(C)N(C)C(C)=C(C(=O)OC)C1c1cccc(Br)c1	-1%	9	5%	8%	4	2%	9%	1%	i
CCOC(=O)C1CCCN(Cc2nc(N)nc(Nc3ccccc3)n2)C1 (centres undefined)	2%	6	15%	2%	3	1%	10%	14%	i	PMK inhibit pilot replicates=7.5;MK inhibit pilot replicates=3.0;Spn DPM-DC inh pilot screen %=3.0
COc1cccc(C2CC(c3ccc(Cl)cc3Cl)Nc3nc(N)nn32)c1 (centres undefined)	0%	0	11%	11%	4	3%	·	-3%	i
COc1ccc(-c2cc(C(=O)O)c3ccccc3n2)c(OC)c1	-3%	10	-12%	-14%	8	-4%	-1%	-2%	i
Nc1nc2n(n1)C(c1cccc(Cl)c1)CC(c1ccc(F)cc1)N2 (centres undefined)	-6%	0	11%	12%	8	·	-4%	14%	i	PMK inhibit pilot replicates=0.5;MK inhibit pilot replicates=0.0;Spn DPM-DC inh pilot screen %=0.0
O=C1CC(c2ccccc2)CC(O)=C1C=NCc1ccco1 (centres undefined)	3%	9	6%	1%	1	5%	1%	8%	i
O=c1c2[nH]c3ccc(F)cc3c2ncn1CCN1CCOCC1	5%	9	-21%	-34%	8	-2%	·	11%	i
Cc1n[nH]c(=O)nc1NCc1ccco1	·	6	·	·	13	-6%	11%	·	i
COC(=O)c1ccccc1NC(=O)CN1CCC(n2nnc3cc(F)ccc32)CC1	-1%	17	-2%	7%	0	0%	3%	10%	i	PMK inhibit pilot replicates=0.0;MK inhibit pilot replicates=0.0;Spn DPM-DC inh pilot screen %=0.0
Cc1[nH]c2ccc(C(=O)OCCN(C)C)cc2c1C	·	12	·	·	8	9%	6%	·	i
COc1ccc(C2C(C#N)=C(N)Oc3cc(C)n(Cc4ccncc4)c(=O)c32)cc1 (centres undefined)	-4%	6	8%	0%	0	7%	·	-4%	i

Rows were taken by chance. About 3.5% of those tested had a hit in this group.
